OX1R antagonist: OX1R (HCRTR1) antagonists, primary screen, fluorescence, CHO/OX1R cells, Fluo-8 calcium, orexin A | Fluo-8 calcium fluorescence | actives 0.43% (n = 330,000) | inhibition, % at 5 µM | AID 434989, 2010 | Orexin/Hypocretin receptor type 1 (Homo sapiens), O43613;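 active = inhibition above its plate's threshold, mean inhibition of all tested compounds on the plate plus 3 SD, cut at about 37% in these data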;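 also: 0% = orexin A challenge wells and 100% = SB-334867-A antagonist wells; not every result past the cut was called active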
Target sequence (O43613 whole entry, looked up): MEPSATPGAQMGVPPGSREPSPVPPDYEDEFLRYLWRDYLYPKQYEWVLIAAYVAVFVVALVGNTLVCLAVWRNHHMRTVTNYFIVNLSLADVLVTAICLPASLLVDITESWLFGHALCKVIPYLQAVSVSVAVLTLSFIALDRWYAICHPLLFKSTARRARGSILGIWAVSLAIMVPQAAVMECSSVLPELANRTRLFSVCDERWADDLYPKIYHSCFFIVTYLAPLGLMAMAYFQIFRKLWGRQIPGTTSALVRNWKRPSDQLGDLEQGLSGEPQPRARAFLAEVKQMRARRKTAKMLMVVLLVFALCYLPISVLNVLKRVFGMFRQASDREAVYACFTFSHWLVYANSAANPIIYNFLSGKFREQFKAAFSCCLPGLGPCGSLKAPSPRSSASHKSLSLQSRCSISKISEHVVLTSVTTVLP
CHT allo act: CHT positive allosteric modulators, primary screen, cell-based, membrane potential dye, choline EC20. CHT-expressing cells; active compounds read high; LV-AA mutant CHT in HEK293 cells. B-score at 10 µM. High affinity choline transporter 1 (Homo sapiens), Q9GZV3. actives 0.49% (n = 310,000);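 active = initial fluorescence not abnormally high and integrated response B-score, plate-corrected, over 3 SD above library mean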
Target sequence (Q9GZV3 whole entry, looked up): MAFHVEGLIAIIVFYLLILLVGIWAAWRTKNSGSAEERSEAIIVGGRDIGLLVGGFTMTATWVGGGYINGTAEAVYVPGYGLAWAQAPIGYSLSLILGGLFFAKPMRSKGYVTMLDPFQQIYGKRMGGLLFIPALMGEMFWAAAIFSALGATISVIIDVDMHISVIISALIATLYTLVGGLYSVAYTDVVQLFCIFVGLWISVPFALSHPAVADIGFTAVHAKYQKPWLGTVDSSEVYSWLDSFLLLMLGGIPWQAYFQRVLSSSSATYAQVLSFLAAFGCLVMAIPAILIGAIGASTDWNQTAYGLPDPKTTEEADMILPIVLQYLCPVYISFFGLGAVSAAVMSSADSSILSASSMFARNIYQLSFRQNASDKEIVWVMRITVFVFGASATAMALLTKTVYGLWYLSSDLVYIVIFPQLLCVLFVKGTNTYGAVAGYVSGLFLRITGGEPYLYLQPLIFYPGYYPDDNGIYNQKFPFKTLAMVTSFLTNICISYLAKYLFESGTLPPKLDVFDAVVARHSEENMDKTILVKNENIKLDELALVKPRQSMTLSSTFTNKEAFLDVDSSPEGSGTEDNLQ
* hit, by the source's call; i = inactive; . = no result given. Hits appear at their usual frequency, and some 0.83% of all compounds hit somewhere here.

no.	Compound	OX1R antagonist	CHT allo act
1	O=C(c1c(F)c(F)c(F)c(F)c1F)N1CCN(Cc2ccc3c(c2)OCO3)CC1	-18	i
2	CC1(C)Cc2ccccc2-c2nnc(SCC(=O)N3CCN(c4ccccc4)CC3)n21	-33	i
3	O=C(c1cn(-c2ccccc2)nc1-c1ccccc1)n1nnc2ccccc21	-6	i
4	O=C1NC2(CCCCC2)C(=O)N1c1cccc(Cl)c1	-27	i
5	O=C(NC1CCCC1)c1ccc(CS(=O)Cc2ccccc2Cl)o1 (configuration not stated)	-20	i
6	CCOc1cc(/C=C2\N=C(SCC)SC2=O)cc([N+](=O)[O-])c1OC(C)=O	-13	i
7	CCOCCCn1c(=S)[nH]c2cc(C(=O)N3CCC(C(N)=O)(N4CCCCC4)CC3)ccc2c1=O	-31	i
8	COc1ccccc1NC(=S)N(CCc1nc2cc(C)c(C)cc2[nH]1)Cc1cccnc1	-16	i
9	CC(=O)Nc1ccc(NS(=O)(=O)c2ccc3[nH]c(=O)[nH]c3c2)cc1	-8	i
10	CCOc1ccc(S(=O)(=O)N2CCN(c3ccccc3OC)CC2)c2cccnc12	-30	i
11	Cc1noc(C)c1S(=O)(=O)N(C)C[C@H]1Oc2ccc(NS(=O)(=O)c3ccc(F)cc3)cc2C(=O)N([C@H](C)CO)C[C@@H]1C	1	.
12	Cc1ccccc1S(=O)(=O)Nc1ncnc2sccc12	-4	.
13	COc1ccc(OCC(=O)NC(=S)N2CCCc3ccccc32)cc1	-20	i
14	Cc1cccc(NC(=O)Cn2cccc2)c1	-8	i
15	CCn1nc(C)c(/C=N/NC(=O)Cn2nccc2C)c1C	-5	i
16	CCCC(=O)c1c[nH]c(C(=O)NCCc2ccccn2)c1	-5	i
17	O=C(Nc1ccc(Cl)cn1)c1cccc(S(=O)(=O)N2CCCC2)c1	-21	i
18	C[C@H](CO)N1C[C@H](C)[C@@H](CN(C)Cc2ccc(-c3ccccc3)cc2)Oc2c(NC(=O)c3ccncc3)cccc2C1=O	-9	.
19	Cc1ccc(C)c(NC(=O)CSc2nnc(-c3ccncc3)o2)c1	3	i
20	C=CC(=O)Nc1cccc(Oc2ncnc3[nH]cc(-c4cnc5ccccc5c4)c23)c1	-15	.
21	O=C(c1cc2nc(-c3cccs3)cc(C(F)(F)Cl)n2n1)N1CCCc2ccccc21	-19	i
22	CC(=O)Nc1ccc(NC(=O)c2cccc3ccccc23)cc1	-5	i
23	Cc1cccc(NC(=S)NC23CN4CN(CN(C4)C2)C3)c1	-10	i
24	Cc1cccc(NCc2ccc(O)c3ncccc23)c1	-15	i
25	CCc1nnc(NC(=O)CN2CCCC(C)C2)s1 (configuration not stated)	7	i
26	O=C(Nc1ccccc1O)c1ccc(NC(=O)C2CC2)cc1	-14	i
27	Cc1cccc(NC(=O)CSc2nnc(CCNC(=O)OC(C)(C)C)o2)c1C	-6	i
28	Cc1ccc(C(=O)N2CCN(S(=O)(=O)c3ccc(C(C)C)cc3)CC2)s1	-25	i
29	COc1ccc(/C=C/C2=CC(C)(C)NC(=S)N2)c(OC)c1	-29	i
30	Cc1nn(C(=O)Cn2ccc([N+](=O)[O-])n2)c(C)c1Cl	-5	i

Compound profiles (already shown). Screens in order: OX1R antagonist	CHT allo act
`O=C(NC1CCCC1)c1ccc(CS(=O)Cc2ccccc2Cl)o1` (configuration not stated) in the list: -20	i
`O=C1NC2(CCCCC2)C(=O)N1c1cccc(Cl)c1` in the list: -27	i
`O=C(Nc1ccc(Cl)cn1)c1cccc(S(=O)(=O)N2CCCC2)c1` in the list: -21	i
`C=CC(=O)Nc1cccc(Oc2ncnc3[nH]cc(-c4cnc5ccccc5c4)c23)c1` in the list: -15	.
`O=C(c1cn(-c2ccccc2)nc1-c1ccccc1)n1nnc2ccccc21` in the list: -6	i

Other compounds follow:
no.	Compound	OX1R antagonist	CHT allo act
31	C=CCn1c(SCC(=O)NCC2CCCO2)nnc1-c1ccncc1 (configuration not stated)	-6	.
32	CCOC(=O)C1CCCN(c2c(N3CCC(N4CCCCC4)CC3)c(=O)c2=O)C1 (configuration not stated)	9	i
33	O=C(/C=C/c1ccccc1Cl)NCc1cccs1	-8	i
34	CCc1ccc(-c2nnn(Cc3nn[nH]n3)n2)cc1	7	i
35	CCOC(=O)c1c(N)sc2c(OC)c(Br)ccc12	-10	i
36	Cc1cnc(NC(=O)c2ccc(-c3nc4ccccc4s3)o2)s1	82*	i
37	Cc1ccc(CNc2nnnn2C)cc1	-3	i
38	CCC(=O)Oc1oc(-c2ccccc2)nc1C=Nc1ccc(C)cc1	1	i
39	Cc1ccc(NC(=S)NCc2ccc(F)cc2)cc1	-20	i
40	COCCNC(=O)c1c(C)cc(C)cc1C	-13	i
41	O=C(O)[C@@H]1CCCN1S(=O)(=O)c1cccc2cccnc12	-17	i
42	CCc1ccc(N(C(=O)c2csnn2)C(C(=O)NCc2ccccc2)c2ccco2)cc1 (configuration not stated)	-37	i
43	Cc1nc2ccccc2c2c1CC(C)S2 (configuration not stated)	-28	i
44	CSc1ccc(S(=O)(=O)NCC(=O)OCC(=O)NCc2cccs2)cc1[N+](=O)[O-]	-21	i
45	Cc1ccc(CNC(=O)c2ccccc2NC(=O)CN2CC(C)OC(C)C2)cc1 (configuration not stated)	-23	i
46	COc1ccc(CC(=O)N2CCOCC2)cc1	-5	i
47	O=C(NCCCn1ccnc1)c1cc(Cl)cc(Cl)c1	-15	i
48	CCc1cc2cc(OC)ccc2nc1SCC(=O)Nc1cc(OC)c(OC)cc1C(=O)O	-13	i
49	COc1cc(N=Nc2ccccc2C(=O)O)ccc1O	5	i
50	COc1ccc(-c2nc3c([nH]2)c(=O)n(C)c(=O)n3C)c(OC)c1	-4	i
51	COc1ccc(C(=O)Nc2ccc(Nc3ccccc3)cc2)cc1[N+](=O)[O-]	-12	i
52	Cc1cc(N(C)C(=O)c2ccc3c(c2)S(=O)(=O)c2cc(Cl)ccc2C3=O)c(C(F)(F)F)o1	-2	.
53	Cc1cccc(NC(=O)CSCC(=O)N(C)Cc2c(F)cccc2Cl)c1	-9	i
54	Cc1ccc(NC(=S)N(CCN(C)C)C(C)c2ccco2)cc1Cl (configuration not stated)	-15	i
55	Cc1c(OC(C(=O)O)c2ccccc2)ccc2c(-c3ccccc3)cc(=O)oc12 (configuration not stated)	-10	i
56	Cc1ccc(C(=O)Oc2ccc(/C=C3\C(=N)N4N=C(N5CCOCC5)SC4=NC3=O)cc2)cc1	-9	i
57	CC(=O)Oc1ccc(-c2nc3c(C)cccc3c(=O)o2)cc1	11	i
58	CC(C)Oc1ccc(CCNC(=O)CC2C(=O)NCCN2C)cc1 (configuration not stated)	-26	i
59	Cc1cccc(NC(=O)CN(C)S(=O)(=O)c2cccc3nsnc23)c1C	-32	i
60	CCc1cc2c(=O)n(-c3ccc(Br)cc3)cnc2s1	-28	i

Overlap with the part before: 4 entries, followed by the next part.
no.	Compound	OX1R antagonist	CHT allo act
57	CC(=O)Oc1ccc(-c2nc3c(C)cccc3c(=O)o2)cc1	11	i
58	CC(C)Oc1ccc(CCNC(=O)CC2C(=O)NCCN2C)cc1 (configuration not stated)	-26	i
59	Cc1cccc(NC(=O)CN(C)S(=O)(=O)c2cccc3nsnc23)c1C	-32	i
60	CCc1cc2c(=O)n(-c3ccc(Br)cc3)cnc2s1	-28	i
61	O=C(CSc1nnc(CNC(=O)c2ccc(F)cc2)o1)NCc1ccccc1Cl	-16	i
62	CCOC(=O)c1nn(-c2ccc(F)cc2)c(=O)cc1OCC(=O)Nc1cccc(C)c1	-25	i
63	CC(=O)C(Cc1cnc(Cl)s1)(Cc1cnc(Cl)s1)C(C)=O	-19	i
64	C/C(=N\NS(=O)(=O)c1ccc([N+](=O)[O-])cc1)c1c[nH]c2ccccc12	9	i
65	Nc1cc(N)nc(SCC(=O)N2CCN(S(=O)(=O)c3ccccc3)CC2)n1	-15	i
66	Cc1ccc(CNC(=O)C2CCC(CNc3c(N4CCOCC4)c(=O)c3=O)CC2)cc1 (configuration not stated)	-7	i
67	COc1ccc(OCC(=O)Nc2nnc(-c3ccco3)s2)cc1	-13	i
68	O=C(O)C1Nc2ccc(C(F)(F)F)cc2C2OCCC12 (configuration not stated)	-16	i
69	O=C(CSc1nccn1Cc1ccco1)Nc1ccccc1C(F)(F)F	-16	i
70	Cc1ccc(NC(=O)c2cccc3c2-c2ccccc2C3=O)cc1C	-25	i
71	COc1ccc(-c2nnc(SCC(=O)N3CCCC(C)C3)o2)c(OC)c1 (configuration not stated)	-38	i
72	COC(=O)c1ccc(CSc2cc(C)c3cc(C)cc(C)c3n2)o1	-48	i
73	Cc1cccc(OCCOCCSc2ncccn2)c1	5	i
74	Cc1onc(-c2ccccc2Cl)c1C(=O)Nc1cc(=O)n(C)c(=O)n1C	-21	i
75	CC1CCN(Cc2nnnn2CCCC(=O)NCCN2CCOCC2)CC1	5	i
76	COc1ccc([N+](=O)[O-])cc1NC(=O)Nc1ccc(OC)c(OC)c1	-13	i
77	CC(C)n1c(N2CCN(C(=O)N3CCCCC3)CC2)nc2ccccc21	-23	i
78	O=c1c2ccccc2nc(CSc2nnnn2-c2ccccc2)n1-c1cccc(C(F)(F)F)c1	-1	i
79	C=CCn1c(SCC(=O)Nc2ccc3c(c2)OCO3)nnc1-c1cc(Br)ccc1O	-15	i
80	CO/N=C(\C(=O)N[C@@H]1C(=O)N2C(C(=O)O)=C(COC(N)=O)CS[C@H]12)c1ccco1	-1	i
81	Cc1nn(-c2ccccc2)c(Cl)c1CN(C(=O)CCl)c1ccc(Cl)cc1	16	i
82	O=S(=O)(c1ccccc1)c1nnn2c1nc(NC1CCN(Cc3ccccc3)CC1)c1ccccc12	-18	i
83	Cc1c(NC(=O)Nc2ccccc2Cl)sc(=S)n1C	3	i
84	CC(=O)Nc1ccccc1NC(=O)C/C(C)=N/NC(=O)c1ccncc1	-15	i
85	COc1ccc2c(c1)C(=O)N(CCc1ccc(S(=O)(=O)NC(=O)NC3CCCCC3)cc1)C(=O)C2(C)C	-24	i
86	Cc1cc(=O)cc(C)n1-c1ccc(O)cc1	-10	i
87	CC(C)c1ccc(S(=O)(=O)c2cn(Cc3ccc(F)cc3)c3cc4c(cc3c2=O)OCO4)cc1	-17	i
88	Cc1nn(C)cc1CN(C)C(=O)CCc1nnc(CCC2CCCCC2)o1	-21	i
89	O=C1NC(Cc2ccccc2)C(=O)N1Cc1cc([N+](=O)[O-])cc2c1OCOC2 (configuration not stated)	-31	i
90	COc1cccc(S(=O)(=O)NCC(=O)N2CCCC2)c1	-19	i
91	O=C1Nc2ccc([N+](=O)[O-])cc2OC1CCN1CCN(Cc2ccccc2)CC1 (configuration not stated)	4	i
92	Cc1cccc(NC(=O)CN2C(=S)NC(C)(C)CC2C)c1C (configuration not stated)	-15	i
93	O=C(NNC(=O)c1cc(OCC(F)(F)F)ccc1OCC(F)(F)F)c1ccc(Cl)c(Cl)c1	-15	i
94	COCCNC(=O)c1csc(Nc2cccc3ccccc23)n1	-20	i
95	CCCCCOc1ccccc1C(=O)NCC(=O)O	-18	i
96	COC(=O)/C(=C\Nc1ccc(Cl)cc1Cl)NC(=O)c1ccccc1	-48	i
97	CS(=O)(=O)N(CC(=O)NCCSCc1cccc(Cl)c1)c1ccccc1F	-12	i
98	COc1ccc(C(=O)NNC(=S)NC(=O)c2ccc(Cl)cc2)cc1	33	i
99	CCCCC(=O)N1CCN(c2nc3ccc(F)cc3s2)CC1	-8	i
100	NC(=NC(=O)c1ccccc1)N1N=CCC1c1ccccc1 (configuration not stated)	-14	i
101	COc1ccc(Cl)cc1NC(=O)c1sc2nc(C)nc(N3CCOCC3)c2c1C	-29	i
102	CCCCNC(=O)c1c[nH]c2ccc(S(=O)(=O)Nc3ccc(OCC)cc3)cc2c1=O	-20	i
103	Cc1cccc(NC(=O)NNC(=O)COc2ccc3ccccc3c2)c1	-1	i
104	COc1ccc(Cl)cc1C(=O)Nc1ccc(Br)c(C)n1	-24	i
105	COc1ccc(C(=O)NC2CCN(Cc3ccccc3)C2)cc1S(=O)(=O)N1CCOCC1 (configuration not stated)	2	.
106	O=C(O)C1C2C=CC(C2)C1C(=O)N1CCOCC1 (configuration not stated)	-2	i
107	COCCNC(=O)C1CCC(=O)N1S(=O)(=O)c1ccc(C)cc1 (configuration not stated)	-1	i
108	CC(C#N)OC(=O)c1cccnc1SCC(=O)Nc1ccc2c(c1)OCO2 (configuration not stated)	-2	.
109	COc1ccccc1CN1CCN(Cc2cc(OC)c(OC)cc2OC)CC1	-12	i
110	COc1ccc(S(=O)(=O)N2CCN3CCCC3C2)cc1 (configuration not stated)	-18	i
111	COc1ccc(-c2csc(N(CCCN(C)C)C(=O)c3ccc(C(C)(C)C)cc3)n2)cc1	-14	i
112	COc1ccc(C(CCN2CCCCC2)c2c(OC)cc(OC)c3c(-c4ccccc4)cc(=O)oc23)cc1 (configuration not stated)	25	i
113	COC(=O)c1cc(S(=O)(=O)N2CCCCC2)ccc1N1CCOCC1	-17	i
114	CCCCc1ccc(NC(=O)CSc2nc3ncccc3[nH]2)cc1	-5	i
115	Cc1ccc(S(=O)(=O)NC(C(=O)N2CCOCCOCCOCCOCC2)c2ccccc2)cc1 (configuration not stated)	-18	i
116	CCC(N=c1cc(-c2ccc(OC)cc2)oc2ccc(C)cc12)C(=O)O (configuration not stated)	-23	i

Filtered by structure, the compounds so far with a tert-butyl group.
no.	Compound	OX1R antagonist	CHT allo act
27	Cc1cccc(NC(=O)CSc2nnc(CCNC(=O)OC(C)(C)C)o2)c1C	-6	i
111	COc1ccc(-c2csc(N(CCCN(C)C)C(=O)c3ccc(C(C)(C)C)cc3)n2)cc1	-14	i

Source: PubChem (several laboratories)
